TSHR antag: human thyrotropin receptor antagonism; activity change, negative = inhibition, % at 11.5 µM; P16473; TSHR-expressing cells, TSH-stimulated cAMP HTRF, 2 h; hits give low values; 330,000 compounds, 0.2% hits;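 active = activity change below a set negative limit, meaning inhibition stronger than a set level, cut at about -70% in these data; inconclusive = activity change between two set negative limits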; note: % is set by controls: 0 for no effect and ±100 for the full control effect
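Freshly harvested TSHR cells receive pin-tooled compound, then EC80 TSH at 4nM final. After 2 hours at 37 deg C, antibody in lysis buffer and cAMP-d2 are added; 30 minutes at ambient temperature precede the HTRF read.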
GALK inhibitor: inhibitors of human galactokinase. P51570. Purified GALK, Kinase-Glo residual ATP luminescence. Potency, µM (top dose mostly 57.5 µM), for inactives: top-dose activity change, negative = inhibition, hits mostly inhibitors. 270,000 compounds, 0.007% hits. AID 1868; note: potency is the fitted concentration of half-maximal effect; % is set by controls: 0 for no effect and ±100 for the full control effect
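Galactose (100 uM) and ATP (35 uM) were turned over by 5 nM GALK for 1 h at RT. Kinase-Glo Plus then converted the remaining ATP into a luminescent signal.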
USP2a inh: USP2a (human) protease inhibition; O75604; USP2 core, Ub-CHOP2 coupled fluorogenic reporter, 485/531; Potency, µM (titrated, usually from 38.3 µM), for inactives: at the highest dose activity change, negative = inhibition, actives largely listed as inhibitors; 330,000 compounds, 0.01% hits;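 note: potency is the fitted concentration of half-maximal effect; plate controls were DMSO wells for no effect and full inhibition by NEM control for full effect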
Target sequence (O75604 whole entry, looked up): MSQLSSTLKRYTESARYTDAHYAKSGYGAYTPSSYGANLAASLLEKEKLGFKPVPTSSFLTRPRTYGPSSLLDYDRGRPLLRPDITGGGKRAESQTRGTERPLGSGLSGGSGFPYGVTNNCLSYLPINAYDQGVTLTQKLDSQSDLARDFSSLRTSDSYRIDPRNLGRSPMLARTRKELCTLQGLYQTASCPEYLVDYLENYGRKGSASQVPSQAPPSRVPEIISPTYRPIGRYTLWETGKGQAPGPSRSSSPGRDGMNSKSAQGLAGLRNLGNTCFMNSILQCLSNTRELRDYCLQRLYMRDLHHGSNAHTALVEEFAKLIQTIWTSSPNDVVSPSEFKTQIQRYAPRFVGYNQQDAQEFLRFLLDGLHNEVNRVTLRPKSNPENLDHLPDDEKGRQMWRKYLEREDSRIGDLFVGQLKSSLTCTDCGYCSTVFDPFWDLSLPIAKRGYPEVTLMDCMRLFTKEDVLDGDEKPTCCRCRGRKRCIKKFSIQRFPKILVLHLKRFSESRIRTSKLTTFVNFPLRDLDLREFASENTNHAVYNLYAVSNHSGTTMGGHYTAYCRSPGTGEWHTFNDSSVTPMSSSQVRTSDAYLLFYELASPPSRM
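USP2 core (10nM final) preincubated 30min RT with compound in 20mM Tris-HCl pH 8.0, 2mM CaCl2, 2mM beta-mercaptoethanol, 0.05% CHAPS; 25nM Ub-CHOP2 plus 25nM reporter substrate added, fluorescence (Ex485/Em531) read after 60min.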
hERG WT inh: KCNH2 (human, wildtype) channel inhibition; activity change, % at 1.84 µM; U2OS, BacMam KCNH2, thallium flux FluxOr; hits give low values; Q12809; AID 720551; 340,000 compounds, 0.37% hits;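 active = maximum activity change below -70%; inconclusive = maximum activity change between -70% and -50%; inactive = maximum activity change above -50%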; note: % is set by controls: 0 for no effect and ±100 for the full control effect
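U2OS cells were transduced with wild-type KCNH2 virus (2.03 x 10^8 / mL) for 4 h at room temperature, then cultured overnight at 37 C. Thallium flux was read with FluxOr dye. Rate constants were normalized to DMSO controls.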
BCR signal inh: blocks chronic active B-cell receptor signaling; AID 493014; ABC-DLBCL IkBa-CBG/CBR reporter, luminescence ratio, 4 h; Potency, µM (titrated, usually from 46.1 µM), without a hit: top-dose ratio change, negative = lower green/red ratio, actives largely listed as inhibitors; 340,000 compounds, 0.05% hits; active = well fitted inhibition curve with a large enough effect in the signal ratio, with a control signal flat, not every such curve was filed as active; inconclusive = small, poorly fitted or top-dose-only effect, or effect the other way, or a change in a side signal; the % refers to the signal ratio;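 note: potency is the fitted concentration of half-maximal effect; plate controls were basal doxycycline-induced cells for no effect and cells given 10 µM MG132 for full effect; MG132 reads +100%, hits lower the ratio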
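TMD8 human ABC-DLBCL cells with doxycycline-inducible IκBα–green luciferase fusion and unfused red luciferase, in 0.5% FBS medium; compounds up to 46 uM, 4 h at 37C. Green/red luminescence ratio, filter-overlap corrected, fitted to concentration-response curves.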
Mito fusion yeast: blocks mitochondrial division or promotes mitochondrial fusion | 320,000 compounds, 0.23% hits | Potency, µM (series often up to 46.1 µM), inactives show at the highest dose growth rescue (activation), usual class: activators | S. cerevisiae fusion-defective mutant growth rescue, CellTiterGlo 48 h;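 note: potency is the fitted concentration of half-maximal effect; % of control where 0% means no effect; nearly all actives have a fitted effect of over 45% in size; temperature-sensitive fusion mutants such as fzo1-1 at 37 °C on non-fermentable ethanol glycerol medium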
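Yeast fusion mutant, YPEG (non-fermentable carbon), compound, 48 h at 37C non-permissive; CellTiterGlo added, 10 min RT, luminescence read. Rescued growth = division inhibition.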
Menin MLL FP TR: displaces Texas Red mutant MLL peptide from human menin; O00255; Menin + Texas Red MLL mutant peptide, fluorescence polarization; Potency, µM (series often up to 61.6 µM), without a hit: at the highest dose FP activity change, negative = inhibition, hits mostly inhibitors; 270,000 compounds, 0.23% hits; active = well fitted inhibition curve with a large enough effect in the polarisation, with a control signal flat, not every such curve was filed as active; inconclusive = small, poorly fitted or top-dose-only effect, or effect the other way, or a change in a side signal; inactive = no such curve, though single readings can be large or run the other way; the % refers to the polarisation; note: potency is the fitted concentration of half-maximal effect; % of control where 0% means no effect; many of its hits are not listed in these tables
Eya2 inh: Eya2 (human) phosphatase inhibition. O00167. AID 488837. Potency, µM (top dose mostly 76.9 µM), for the others: at the top dose activity, negative = inhibition, actives largely listed as inhibitors. 330,000 compounds, 0.006% hits. recombinant Eya2, OMFP fluorescence dephosphorylation (OMFP is methylfluorescein phosphate); note: potency is the fitted concentration of half-maximal effect; % is set by controls: 0 for no effect and ±100 for the full control effect
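Eya2 protein (added as 0.2 uM solution) was preincubated with compound for 10 min at ambient temperature in 50 mM HEPES pH 7.5, 50 mM NaCl, 5 uM MgCl2, 0.05% BSA, 1 mM DTT. OMFP (added at 50 uM) then reacted 10 min; fluorescence read at 485/525 nm.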
S-ASM inh: human S-ASM enzyme inhibition; placental ASM, HMU-PC fluorogenic substrate, 60 min; 340,000 compounds, 0.006% hits; AID 504937; Potency, µM (top dose mostly 57.5 µM), without a hit: at the top dose activity change, negative = inhibition, usual class: inhibitors; note: potency is the fitted concentration of half-maximal effect
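HMU-PC0 cleavage (9 uM final) by human placental ASM, 60 min at 37 °C following 10 min compound exposure at RT; stopped at pH 10, fluorescence Ex 386/Em 447 nm.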
MBNL1-CUG inh: blocks human MBNL1 binding to CUG repeat RNA. Q9NR56. TR-FRET MBNL1-His/biotin-(CUG)12 binding, 665/545 ratio. Potency, µM (series often up to 57.5 µM), for the others: at the top dose activity change, negative = inhibition, most hits filed as inhibitors. 280,000 compounds, 0.036% hits; active = well fitted inhibition curve with a large enough effect in the signal ratio, with a control signal flat, not every such curve was filed as active; inconclusive = small, poorly fitted or top-dose-only effect, or effect the other way, or a change in a side signal; inactive = no such curve, though single readings can be large or run the other way; the % refers to the signal ratio; note: potency is the fitted concentration of half-maximal effect; % is set by controls: 0 for no effect and ±100 for the full control effect
Target sequence (Q9NR56 whole entry, looked up): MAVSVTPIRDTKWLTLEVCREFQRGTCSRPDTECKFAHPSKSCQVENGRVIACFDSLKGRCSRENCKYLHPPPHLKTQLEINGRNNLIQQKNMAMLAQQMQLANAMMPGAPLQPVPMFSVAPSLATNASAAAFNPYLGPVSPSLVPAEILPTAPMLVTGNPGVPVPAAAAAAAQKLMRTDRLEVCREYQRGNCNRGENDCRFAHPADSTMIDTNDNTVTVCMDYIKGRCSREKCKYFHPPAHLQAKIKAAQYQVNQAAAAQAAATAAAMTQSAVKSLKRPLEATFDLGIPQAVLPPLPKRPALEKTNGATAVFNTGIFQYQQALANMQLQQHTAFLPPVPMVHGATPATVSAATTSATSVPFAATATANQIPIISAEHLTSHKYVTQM
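TR-FRET between His-tagged MBNL1 and biotin-(CUG)12 RNA, detected with Tb anti-His antibody (0.055 ng/ul) and streptavidin-XL665 (5 nM), 60 min at room temperature. Compounds titrated 92 nM to 58 uM; 665/545 nm ratio normalized to buffer and complex controls.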
PKM2 activator: PKM2 (human) enzyme activation | Potency, µM (titrated, usually from 57.5 µM), inactives show top-dose activation, hits mostly activators | 260,000 compounds, 0.34% hits | purified PKM2, Kinase-Glo ATP luminescence, activation; response scale: 0% is enzyme alone, no compound; note: potency is the fitted concentration of half-maximal effect; % is set by controls: 0 for no effect and ±100 for the full control effect; nearly all actives have a fitted effect of over 55% in size
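Purified hPK-M2 (>95% pure) converted ADP (0.1 mM final) to ATP with 0.5 mM PEP in 50 mM imidazole pH7.2, KCl, MgCl2, Tween 20, BSA; 1 h at room temperature. ATP detected by Kinase-Glo luminescence.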
Active calls of the source: *; ? = inconclusive; · = no result given; & = joins results of further samples; [ ] = dose if it differs, or a comment. Unless noted, calls come from the whole dose curve; as a rule, active = well fitted curve in the direction sought with a large enough effect; inconclusive = small, poorly fitted or top-dose-only effect, or another doubt; inactive = no such curve, though single readings can be large; an effect the other way counts as inactive or inconclusive. An excerpt; rates above refer to the full screens.

SMILES | TSHR antag | GALK inhibitor | USP2a inh | hERG WT inh | BCR signal inh | Mito fusion yeast | Menin MLL FP TR | Eya2 inh | S-ASM inh | MBNL1-CUG inh | PKM2 activator
Cc1ccc(C2CC(=O)Nc3cc4c(cc32)OCCO4)s1 (stereo not drawn) | 1 | 0% | 4% | -12 | -6% | 6% | -6% | 14% | 0% | 0% | -9%
CC(C)(C)c1ccc(/C=N/NC(=S)Nc2cccnc2)cc1 | -21 | -4% | -11% | · | -17% | -11% | 15% | -11% | · | -11% | -1%
O=C1/C(=C/c2ccc(Br)cc2)Oc2cc(O)ccc21 | -35 | · | 23% | -3 | ? | 2% | ? | -2% | 11% | 24% | ·
Cc1nc2ncc(Br)cc2[nH]1 | 4 | · | 3% | 4 | 2% | 8% | -1% | 0% | 6% | -9%[11.5 µM] | -1%
CCOc1ccc(C(=O)NCC(=O)OCCCC(=O)c2ccc(F)cc2)cc1OCC | -9 | · | 1% | -16 | 0% | -12% | · | 5% | 0% | · | ·
O=C(COc1ncnc2sccc12)Nc1cccc(S(=O)(=O)N2CCOCC2)c1 | 25 | · | -4% | -21 | 0% | 2% | · | 22% | 1% | · | ·
COc1ccc(S(=O)(=O)NCC(=O)N(CC(=O)NCc2ccccc2)Cc2ccco2)cc1 | 19 | 1% | 3% | -5 | 1% | -1% | -10% | 1% | -2% | -1% | ·
COc1ccc(-c2cc(C(=O)N(C)Cc3nc4ccccc4c(=O)[nH]3)c3ccccc3n2)cc1OC | -3 | · | -2% | 2 | 0% | · | · | -6% | 25% | · | ·
CSc1ncccc1C(=O)Nc1cccc(S(=O)(=O)N2CCCC2)c1 | · | · | -2% | -10 | -8% | · | · | -15% | -4% | · | ·
Nc1ccc(-c2cc(-c3cccc(N)c3)nc(-c3ccccc3)n2)cc1 | 38 | · | 2% | 2 | ? | 22% | ? | -16% | 25% | 44%[activator] | 8%
CCn1cc(C(=O)N[C@H](C(=O)O)C(C)C)c(=O)c2cc3c(cc21)OCO3 | -4 | -6% | 6% | -8 | 0% | 10% | 3% | -1% | 44%[activator] | 2% | ·
CCC(C)N(NC(C)=O)c1nc(Cl)nc(NC(C)C)n1 (stereo not drawn) | 0 | 1% | 0% | 13 | -1% | 2% | -3% | -3% | 0% | -5% | 7%
Cc1ccc(Nc2nc(COC(=O)COc3ccc(C=O)cc3)cs2)cc1 | -3 | 0% | 5% | 0 | ? | 7% | 0% | -1% | · | · | -1%
Cc1c(C(=O)O)c(=S)sn1CCOc1ccccc1 | -12 | 1% | 0% | -1 | 9% | -6% | 18% | 9% | 3% | -3% | 9%
Cc1cccc(NC(=O)C2C3CCC4C(CCC32)C4(Cl)Cl)c1 (stereo not drawn) | ? | 0% | -2% | -1 | 2% | 0% | -4% | -5% | 4% | · | 3%
Cn1nnnc1SCCNC(=O)C1CCC(=O)N(Cc2ccccc2F)C1 (stereo not drawn) | -7 | 0% | -2% | 7 | -8% | -6% | 14% | 0% | -2% | -6% | ·
CCN1C(=NCCOC)N[C@@H](c2ccccc2)[C@H](C(=O)OC)[C@H]1C | 1&-3 | · | 6%&-9% | -8 | 3%&-13% | 2% | -1% | ? | 14% | -5% | 0%
CCN(C(=O)CSc1nnc(Nc2ccc(OC)cc2)s1)C1CCS(=O)(=O)C1 (stereo not drawn) | -2 | · | 0% | -3 | -8% | · | · | 2% | 4% | · | ·
CSc1ccc(/C=C2\C(=N)N3N=C(CC(=O)N4CCOCC4)SC3=NC2=O)cc1 | 5 | -9% | -2% | -2 | -6% | -8% | · | 8% | -7% | 3% | ·
CN=C(NC)SC1CC(=O)N(c2ccccc2)C1=O (stereo not drawn) | 1 | -2% | 1% | 4 | 2% | -5% | -8% | -6% | 6% | -3% | -3%

Record cards, from the list above. Values in the order: TSHR antag	GALK inhibitor	USP2a inh	hERG WT inh	BCR signal inh	Mito fusion yeast	Menin MLL FP TR	Eya2 inh	S-ASM inh	MBNL1-CUG inh	PKM2 activator
CCOc1ccc(C(=O)NCC(=O)OCCCC(=O)c2ccc(F)cc2)cc1OCC in the list: -9	·	1%	-16	0%	-12%	·	5%	0%	·	·
Cc1cccc(NC(=O)C2C3CCC4C(CCC32)C4(Cl)Cl)c1 (stereo not drawn) in the list: ?	0%	-2%	-1	2%	0%	-4%	-5%	4%	·	3%

Remaining list, next part:
SMILES | TSHR antag | GALK inhibitor | USP2a inh | hERG WT inh | BCR signal inh | Mito fusion yeast | Menin MLL FP TR | Eya2 inh | S-ASM inh | MBNL1-CUG inh | PKM2 activator
CCOC(=O)c1ccc(NC(=O)Cn2cccc2)cc1 | 7 | -1% | 0% | 7 | -2% | -4% | 3% | -15% | -1% | 12% | -5%
Cc1ccc(C(=O)NNC(=O)CSc2nnc(-c3ccncc3)n2-c2ccc(C)cc2)cc1 | 8 | -1% | 2% | · | -36% | 0% | · | -10% | · | 5% | -2%
Cc1nnc(NC(=O)c2ccc3c(c2)C(=O)N(CCC(C)C)C3=O)s1 | -11 | 1% | 2% | 9 | ? | 1% | -1% | 9% | -3% | -8% | -3%
Cc1cc(C)cc(NC(=S)NCc2cccnc2)c1 | 16 | 0% | 4% | 1 | ? | -5% | -12% | -2% | 4% | -3% | 1%
CC1Cc2cc(-c3csc(NC(=O)Cc4ccccc4)n3)ccc2N1S(C)(=O)=O (stereo not drawn) | ? | -2% | -17% | 1 | -28% | 4% | -20% | 9% | ? | 12% | -14%
COc1ccc(CC(NC(C)=O)C(=O)NC2CCN(C(=O)C3CCCCC3)CC2)cc1OC (stereo not drawn) | -6 | -1% | 3% | 3 | 0% | -3% | · | 15% | -2% | -1% | ·
CCNC(=O)CC1SC(=Nc2ccc(Cl)cc2)N(CC)C1=O (stereo not drawn) | 23 | 0% | 1% | -11 | ? | 11% | 12% | -1% | -1% | -8% | 15%
CC(=O)Nc1ccc(C(=O)COC(=O)C2CC2)c(F)c1 | -3 | · | 0% | -5 | 9% | 3% | · | -2% | -4% | · | ·
Cc1ccc(C(=O)Nc2cc(Cl)ccc2OC(=O)c2ccc(C)cc2)cc1 | 8 | · | -1% | · | ? | 1% | ? | 4% | · | -9% | 3%
COc1ccc2nc3oc(C(=O)N4CCN(c5ccccc5F)CC4)cc3cc2c1 | -6 | 0% | 0% | -16 | 5% | -7% | 0% | -4% | 14% | ? | -1%
CCCCOc1ncnc2c1[nH]c1ccc(F)cc12 | -32 | 2% | -2% | -6 | 10% | -4% | ? | 5% | -2% | -4% | -1%
CCS(=O)(=O)N1CCC(C(=O)NCc2cccnc2)CC1 | -2 | · | -1% | -6 | -1% | -1% | 2% | -10% | -1% | 0% | -6%
COc1cc(/C=N/Nc2ccccc2[N+](=O)[O-])ccc1OC(=O)c1ccccc1F | 10 | 3% | 2% | -12 | 1% | 1% | 10% | -8% | -11% | 0% | 4%
O=C(CNCc1ccccc1Cl)Nc1cc(S(=O)(=O)N2CCOCC2)ccc1Cl | 0 | · | 3% | 9 | 0% | · | · | -9% | 0% | · | ·
CN(c1cccc(NS(=O)(=O)c2cccc([N+](=O)[O-])c2)c1)S(C)(=O)=O | 4 | 0% | -1% | -19 | 1% | -1% | -10% | 6% | -1% | ? | 1%
O=c1sc2ccccc2c(N2CCOCC2)c1[N+](=O)[O-] | 12 | -7% | 0% | 26 | 1% | 0% | 30% | -1% | 0% | -9% | -21%
CC(=O)c1cccc(S(=O)(=O)N(Cc2cc3cc4c(cc3[nH]c2=O)OCCO4)CC2CCCO2)c1 (stereo not drawn) | 2 | 8% | -1% | -6 | -5% | 0% | 0% | -12% | 10% | -1% | -2%
